# Compound activity deposited in PubChem by PCMD.
# FXIIa inh: human FXIIa protease inhibitors, primary screen, biochemical, single well; actives 0.2% (n = 33,000); purified human FXIIa, AMC substrate fluorescence, 2 h; inhibition, % at 10 µM; in the data active = inhibition above about 30%;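 note: 0% = enzyme with vehicle only and 100% = no enzyme blank; many of its hits are not listed in these tables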
# FXIa inh: human FXIa protease inhibitors, primary screen, biochemical, single compound per well; inhibition, % at 10 µM; purified human FXIa, fluorogenic AMC substrate cleavage; actives 0.3% (n = 33,000); AID 687, 2007; Coagulation factor XI (Homo sapiens), P03951;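 active = inhibition above 40% in the primary screen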;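 note: 0% = enzyme without compound and 100% = blank wells lacking enzyme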
# Starred values were filed as active, the others as inactive. These rows are one share of the data, so the mix of outcomes need not match the whole.
SMILES,FXIIa inh,FXIa inh
NS(=O)(=O)c1cc2c(cc1C(F)(F)F)NC(Cc1ccccc1)NS2(=O)=O (configuration not stated),6,3
COc1cc2nc(N3CCN(C(=O)C4COc5ccccc5O4)CC3)nc(N)c2cc1OC (configuration not stated),-1,3
Cc1nnc(NS(=O)(=O)c2ccc(N)cc2)s1,2,6
c1ccc2c(CC3=NCCN3)cccc2c1,8,9
C[C@]12CC[C@H]3[C@@H](CCC4=CC(=O)CC[C@@]43C)[C@@H]1CC[C@@H]2C(=O)CO,7,10
CC1=NN(c2ccccc2)C(=O)C1,8,8
CCOc1ccc(S(=O)(=O)N2CCCCCC2)c2ccccc12,2,-9
COc1ccc(CN(CCN(C)C)c2ccccn2)cc1,1,5
COc1ccccc1OCC(O)COC(N)=O (configuration not stated),6,7
CN(C)CCCN1c2ccccc2Sc2ccccc21,5,0

# An excerpt of these results, tab-delimited:
SMILES	FXIIa inh	FXIa inh
COc1cc2nc(N3CCN(C(=O)C4COc5ccccc5O4)CC3)nc(N)c2cc1OC (configuration not stated)	-1	3
Cc1nnc(NS(=O)(=O)c2ccc(N)cc2)s1	2	6
c1ccc2c(CC3=NCCN3)cccc2c1	8	9
C[C@]12CC[C@H]3[C@@H](CCC4=CC(=O)CC[C@@]43C)[C@@H]1CC[C@@H]2C(=O)CO	7	10
CC1=NN(c2ccccc2)C(=O)C1	8	8
